Source: PubChem (Broad Institute)
RAD52 anneal inh = blocks human RAD52 DNA annealing | P43351 | recombinant RAD52 DNA annealing, FRET fluorescence | inhibition, % at 18.7 µM | actives 0.46% (n = 360,000) | AID 651710;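 active = every replicate showing at least 50% inhibition; inconclusive = mean inhibition at least 50% but not in every replicate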
Target sequence (P43351 whole entry, looked up): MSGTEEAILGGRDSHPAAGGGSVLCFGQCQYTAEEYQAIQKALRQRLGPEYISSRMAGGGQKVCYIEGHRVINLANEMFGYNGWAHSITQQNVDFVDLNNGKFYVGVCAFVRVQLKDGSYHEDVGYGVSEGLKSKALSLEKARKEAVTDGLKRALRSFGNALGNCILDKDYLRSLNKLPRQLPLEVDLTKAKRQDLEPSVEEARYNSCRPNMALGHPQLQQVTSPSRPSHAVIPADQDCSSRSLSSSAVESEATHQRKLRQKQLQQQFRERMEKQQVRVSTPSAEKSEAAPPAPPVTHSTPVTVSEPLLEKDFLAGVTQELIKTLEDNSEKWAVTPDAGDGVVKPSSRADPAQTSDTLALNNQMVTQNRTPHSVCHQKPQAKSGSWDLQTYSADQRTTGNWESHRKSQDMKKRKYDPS
ERAP1 HTS inh = ERAP1 (human) enzyme inhibition. Q9NZ08. recombinant ERAP1, Leu-AMC fluorescence, 60 min. inhibition, % at 10.7 µM. actives 0.15% (n = 340,000). AID 652197;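 active = mean replicate inhibition of at least 30%, or all replicates individually reaching that 30% level; inactive = mean below 30% and not every replicate reaching it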;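 note: 0% = neutral control wells and 100% = L-leucinethiol positive control wells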
PGC1a acetyl inh = modulators of PGC1a acetylation | U2OS PGC1a acetylation, AlphaScreen anti-acetyl-lysine; with virally co-expressed GCN5 acetyltransferase | inhibition, % at 15.6 µM | actives 0.17% (n = 350,000) | AID 651687;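 active = every replicate shows inhibition of at least 40%; inconclusive = mean inhibition at least 40% but some replicate below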;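 note: 0% = neutral control wells and 100% = positive control wells; some results beyond the cut were filed as inactive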
miR-122 sensor = blocks miR-122 activity in Huh7 sensor cells. Huh7 miR-122 Renilla luciferase sensor, 48 h; neutral wells = 0, positive control = 100. activation (reporter increase), % at 12.5 µM. actives 0.3% (n = 340,000);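 active = mean replicate activation score at least 90 and every replicate individually at or above 90; inconclusive = only one of the two criteria met; inactive = neither criterion met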;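 note: higher luciferase means less miR-122 activity so hits act as miR-122 inhibitors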
E-sel inducer = induces E-selectin expression in human endothelial cells; actives 0.37% (n = 260,000); HUVEC E-selectin immunofluorescence imaging; normalized: neutral wells 0, TNF-alpha wells 100; P16581; activation, % at 7.58 µM; AID 686992;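 active = mean E-selectin-positive cell signal at least 10% of the positive control, reached in at least 60% of replicates, without over 20% cell loss; inconclusive = no rule given, readout overlaps actives, possibly toxicity-flagged; inactive = the rest, including those meeting only one limit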;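 note: in these data hits start at about 27%; measured in HUVEC primary endothelial cells; signal is the percent of cells scored E-selectin positive by PE staining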
Target sequence (P16581 whole entry, looked up): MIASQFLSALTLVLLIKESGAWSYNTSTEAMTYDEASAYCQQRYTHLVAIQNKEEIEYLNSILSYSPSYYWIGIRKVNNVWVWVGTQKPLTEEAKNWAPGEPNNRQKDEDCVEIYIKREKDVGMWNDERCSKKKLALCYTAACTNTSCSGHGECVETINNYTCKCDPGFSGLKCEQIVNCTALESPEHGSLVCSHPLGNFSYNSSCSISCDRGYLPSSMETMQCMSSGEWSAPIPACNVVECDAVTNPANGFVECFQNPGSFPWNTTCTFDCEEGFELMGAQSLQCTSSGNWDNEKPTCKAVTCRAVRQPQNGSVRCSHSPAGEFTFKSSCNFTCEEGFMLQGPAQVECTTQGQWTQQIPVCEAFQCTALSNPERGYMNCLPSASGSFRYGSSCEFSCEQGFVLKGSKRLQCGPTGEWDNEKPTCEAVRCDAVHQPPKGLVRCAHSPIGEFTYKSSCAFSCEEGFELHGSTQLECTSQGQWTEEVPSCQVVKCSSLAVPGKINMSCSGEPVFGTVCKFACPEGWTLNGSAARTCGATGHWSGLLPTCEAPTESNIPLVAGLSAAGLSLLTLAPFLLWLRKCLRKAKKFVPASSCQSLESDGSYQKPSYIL
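Read-out: % PE-positive cells | Test system: HUVEC | Doses: One compound dose added by pin transfer | Buffer or medium: EGM-2 over gelatin coat | Signal: Immunofluorescence imaging | Benchmarks: TNF-alpha, DMSO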
* marks the source's active call; other numbers are inactive results; ? = inconclusive; . = not tested or not shown; [ ] = dose if it differs, or a comment. Not all compounds are listed; count on the stated rates, not on these rows.

Value order: RAD52 anneal inh | E-sel inducer | PGC1a acetyl inh | ERAP1 HTS inh | miR-122 sensor
> O=C(COc1ccc(Br)cc1Br)NC1CCS(=O)(=O)C1 (stereo not drawn)
    -1 | . | . | -1 | -5
> CC(C)(C)NC(=O)NC(=O)CN1CCN(c2ccccc2)CC1
    -6 | . | . | 3 | 18
> N#Cc1ccc(OC(=O)c2cnccn2)cc1
    -4 | . | . | -1 | -4
> Cc1ccc2c(c1)N(CC(=O)Nc1nccs1)C(=O)CO2
    -6 | . | . | 3 | -7
> Cc1ccc(/C=N/NC(=O)c2cccc3ccccc23)o1
    -8 | . | . | 0 | -4
> COc1ccc(N2CC(C(=O)Nc3nnc(C4CCCCC4)s3)CC2=O)cc1 (stereo not drawn)
    0 | . | . | 4 | -4
> O=C(CSc1nc(C(F)(F)F)cc(=O)[nH]1)Nc1cccc2ccccc12
    -22 | . | . | 0 | 4
> COc1ccccc1NS(=O)(=O)c1ccc2oc(SC)nc2c1
    -4 | . | . | -2 | 28
> CN(C)S(=O)(=O)c1ccc(C(=O)NCC(C)(C)CN=C2NS(=O)(=O)c3ccccc32)cc1
    -7 | . | . | 4 | 4
> COc1ccc(S(=O)(=O)N(C)c2ccc(C(=O)N3CCOCC3)cc2)cc1OC
    9 | . | . | -1 | -3
> CCOC(=O)c1c(C)[nH]c(C(=O)N(C)Cc2cccc(OC)c2OC)c1C
    -6 | . | . | -6 | -1
> COCCN(C(=O)Nc1ccc(OC)cc1OC)C1CCN(C(C)C)CC1
    -9 | . | . | -1 | 2
> CNC(=O)c1ccc(NC(=O)/C=C/c2cccc(F)c2)cc1
    -18 | . | . | 1 | -7
> COc1cc(/C=N/N(C)C)ccc1OC(=O)c1ccco1
    1 | . | . | -2 | -2
> CC(=O)c1ccc(NC(=O)Nc2ccc(Cl)cc2)cc1
    -4 | . | . | -7 | -1
> CCOC(=O)/C(C#N)=C/c1cn(CCC(=O)O)nc1-c1ccc(F)cc1
    -10 | . | . | 0 | -4
> FC(F)(F)c1ccc(CN2CCCCCC2)cc1
    -8 | . | . | -1 | -6
> O=C(/C=C/c1ccccc1Cl)Nc1ccc(S(=O)(=O)Nc2ncccn2)cc1
    1 | . | . | 0 | 8
> COc1ccccc1NS(=O)(=O)c1cc(NC(=O)C(C)(C)C)ccc1N1CCOCC1
    -12 | . | . | 0 | 86
> CCn1c2ccccc2c2cc(NC(=O)COC(=O)c3ccc(NC(=O)CC#N)cc3)ccc21
    -1 | . | . | -2 | 5
> O=C(NN=C1C2CC3CC(C2)CC1C3)c1ccccc1O
    -12 | . | . | 1 | -8
> COc1ccc(-c2csc3nc(-c4ccc(C)cc4)oc(=O)c23)cc1OC
    -8 | . | . | -3 | 11
> CC(C)C(=O)Nc1cc(C(F)(F)F)ccc1-n1ccnc1
    3 | . | . | 1 | -6
> CC(OC(=O)Cn1[nH]c(=O)c2ccccc2c1=O)C(=O)Nc1cccc(Cl)c1 (stereo not drawn)
    -4 | . | . | -1 | 4
> CCC(OC(=O)CC1Sc2ccccc2NC1=O)C(=O)NCC1CCCO1 (stereo not drawn)
    -2 | . | . | 1 | 4
> CCOC(=O)Cn1c(=NC(=O)C(C)C)sc2c(C)cc(C)cc21
    -7 | . | . | -5 | -7
> CC1CCCCN1C(=S)NC(=O)c1cccs1 (stereo not drawn)
    -6 | . | . | -5 | -7
> O=C(Nc1cccc([N+](=O)[O-])c1)c1ccn[nH]1
    -3 | . | . | 0 | -22
> Cc1ccc(-n2nc(C)c(/C=N/n3c(C)n[nH]c3=S)c2Cl)cc1
    -9 | . | . | 3 | -5
> CCCN1C2CCCC1CC(NC(=S)Nc1cc(C)cc(C)c1)C2 (stereo not drawn)
    3 | . | . | 0 | -4

A different layout for 10 compounds above.
mol | RAD52 anneal inh | E-sel inducer | PGC1a acetyl inh | ERAP1 HTS inh | miR-122 sensor
O=C(NN=C1C2CC3CC(C2)CC1C3)c1ccccc1O | -12 | . | . | 1 | -8
COc1ccc(-c2csc3nc(-c4ccc(C)cc4)oc(=O)c23)cc1OC | -8 | . | . | -3 | 11
CC(C)C(=O)Nc1cc(C(F)(F)F)ccc1-n1ccnc1 | 3 | . | . | 1 | -6
CC(OC(=O)Cn1[nH]c(=O)c2ccccc2c1=O)C(=O)Nc1cccc(Cl)c1 (stereo not drawn) | -4 | . | . | -1 | 4
CCC(OC(=O)CC1Sc2ccccc2NC1=O)C(=O)NCC1CCCO1 (stereo not drawn) | -2 | . | . | 1 | 4
CCOC(=O)Cn1c(=NC(=O)C(C)C)sc2c(C)cc(C)cc21 | -7 | . | . | -5 | -7
CC1CCCCN1C(=S)NC(=O)c1cccs1 (stereo not drawn) | -6 | . | . | -5 | -7
O=C(Nc1cccc([N+](=O)[O-])c1)c1ccn[nH]1 | -3 | . | . | 0 | -22
Cc1ccc(-n2nc(C)c(/C=N/n3c(C)n[nH]c3=S)c2Cl)cc1 | -9 | . | . | 3 | -5
CCCN1C2CCCC1CC(NC(=S)Nc1cc(C)cc(C)c1)C2 (stereo not drawn) | 3 | . | . | 0 | -4

Back to the main list with the two entries that preceded the break.
Value order: RAD52 anneal inh | E-sel inducer | PGC1a acetyl inh | ERAP1 HTS inh | miR-122 sensor
> Cc1ccc(-n2nc(C)c(/C=N/n3c(C)n[nH]c3=S)c2Cl)cc1
    -9 | . | . | 3 | -5
> CCCN1C2CCCC1CC(NC(=S)Nc1cc(C)cc(C)c1)C2 (stereo not drawn)
    3 | . | . | 0 | -4
> CN(C)C(=O)c1ccc(NC(=O)c2cc(-n3cnnc3)ccc2Cl)cc1
    1 | . | . | 4 | -31
> COC(=O)c1ccc(NC(=S)NN2CCOCC2)cc1
    2 | . | . | 0 | -17
> CC(=O)c1cccc(N(C(=O)Cn2nnc3ccccc32)C(C(=O)NC2CCCCC2)c2cn(C)nc2C)c1 (stereo not drawn)
    -4 | . | . | -6 | -1
> COc1ccc(/C=C/C(=O)c2cc3c(cc2N)OCO3)cc1
    -12 | . | . | 2 | 18
> COc1cc(OC)cc(C(=O)NNC(=O)CCc2ccccc2)c1
    -9 | . | . | 4 | 2
> COc1ccc(CNC(=O)C2CCN(S(C)(=O)=O)CC2)c(OC)c1
    -5 | . | . | 1 | 4
> Cc1ccc2nc(-c3ccccc3)c(-c3ccccc3)nc2c1
    -5 | . | . | -2 | 11
> FC(F)(F)c1ccccc1NC(=S)N1CCN(Cc2ccc3c(c2)OCO3)CC1
    -14 | . | . | 0 | 0
> CC(C)CN(C(=O)COC(=O)c1cnc(Cl)c(Cl)c1)c1c(N)n(Cc2ccccc2)c(=O)[nH]c1=O
    -17 | . | . | 5 | 6
> CC(C)CCNC(=O)CN(C(=O)CCC(=O)Nc1nccs1)C1CCCCC1
    -4 | . | . | 2 | 13
> Cc1ccc(CN(C)CC(=O)NC(C)c2ccccc2)cc1 (stereo not drawn)
    -7 | . | . | 1 | -2
> O=C(Nc1ncnc2sc3c(c12)CCC3)c1ccco1
    -19 | . | . | -5 | 83
> COc1ccc(S(=O)(=O)N(C)C)cc1NC(=O)CCCSc1ccccc1
    1 | . | . | -3 | -6
> O=C(CS(=O)(=O)c1ccccc1)Nc1nc(-c2ccc(F)cc2)cs1
    -4 | . | . | 2 | -3
> O=C(CNC(=O)c1ccco1)N=Nc1c(O)[nH]c2ccc([N+](=O)[O-])cc12
    -4 | . | . | -2 | -2
> CC(C)(C)C(=O)Nc1cc(S(=O)(=O)Nc2ccc(Cl)cc2)ccc1O
    -6 | . | . | -2 | 167*
> C/C(N)=C(/C#N)C(=O)CSc1nc2scc(-c3ccc(F)cc3)c2c(=O)n1C
    -4 | . | . | -1 | 9
> Cc1occc1C(=O)NNC(=O)c1ccccc1F
    5 | . | . | 1 | 2
> CC(C)(C)NC(=O)COC(=O)c1ccccc1C(=O)c1ccccc1
    -7 | . | . | -2 | -15
> Cc1ccc(S(=O)(=O)Nc2ccc3c(c2)C(=O)N([C@H](C)CO)C[C@H](C)[C@H](CN(C)C)OCCCC[C@@H](C)O3)cc1
    . | -0.2 | 0 | . | 1[16.7 µM]
> C[C@@H]1CN([C@@H](C)CO)S(=O)(=O)c2ccc(-c3ccccc3)cc2O[C@@H]1CN(C)C
    . | 0.4 | -11 | . | -2[16.7 µM]
> C[C@@H]1CN([C@H](C)CO)C(=O)c2cccc(NC(=O)C3CCCCC3)c2O[C@@H]1CN(C)Cc1ccc(-c2ccccc2)cc1
    . | 0.0 | 12 | . | -3[16.7 µM]
> CNC[C@@H]1Oc2ccc(NC(=O)Cn3cnnn3)cc2CC(=O)N([C@@H](C)CO)C[C@@H]1C
    . | -14 | 5 | . | 0[16.7 µM]
> CN1CCN(c2ccc(Cl)cc2NS(=O)(=O)c2ccccc2Cl)CC1
    . | 0.0 | -23 | . | 3
> C[C@@H](NC(=O)C[C@@H]1CC[C@@H]2[C@@H](COc3ccc(NC(=O)C4CCOCC4)cc3C(=O)N2C)O1)c1ccccc1
    . | 0.2 | 8 | . | 18[16.7 µM]
> C[C@H](CO)N1C[C@H](C)[C@H](CN(C)C(=O)Cc2ccccc2)Oc2ncc(C#CCN(C)C)cc2C1=O
    . | 0.7 | -2 | . | -11[16.7 µM]
> C[C@@H]1CN([C@H](C)CO)C(=O)c2cc(NC(=O)C3CCCCC3)ccc2O[C@@H](C)CCCCO[C@@H]1CN(C)S(C)(=O)=O
    . | 0.1 | 3 | . | 0[16.7 µM]
> C[C@@H]1CN([C@@H](C)CO)C(=O)c2cc(-c3cccnc3)cnc2O[C@@H]1CN(C)C(=O)C1CCCCC1
    . | -0.3 | -1 | . | -10[16.7 µM]
> COc1ccc(S(=O)(=O)Nc2cccc3c2O[C@@H](CN(C)Cc2ccc(Cl)c(Cl)c2)[C@H](C)CN([C@@H](C)CO)C3=O)cc1
    . | 0.1 | -6 | . | 7[16.7 µM]
> C[C@@H]1CN([C@@H](C)CO)S(=O)(=O)c2ccc(C3=CCCCC3)cc2O[C@@H]1CN(C)Cc1ccccc1
    . | -0.3 | 4 | . | 37[16.7 µM]
> Cc1ccc(C2(CC(=O)Nc3nccs3)CCOC(C(C)C)C2)cc1 (stereo not drawn)
    . | -1.3 | -7 | . | -8
> CCCC#Cc1cnc2c(c1)C(=O)N([C@@H](C)CO)C[C@H](C)[C@@H](CN(C)C(=O)C1CCCCC1)O2
    . | 0.6 | -5 | . | 3[16.7 µM]
> CCCN(C)C[C@H]1OCCCC[C@@H](C)Oc2ccc(NC(=O)CCC(F)(F)F)cc2C(=O)N([C@H](C)CO)C[C@@H]1C
    . | -0.2 | 11 | . | -2[16.7 µM]
> CO[C@H]1CN(C)C(=O)c2ccc(NC(=O)C3CC3)cc2OC[C@H](C)N(Cc2cncnc2)C[C@@H]1C
    . | 0.2 | 11 | . | -5[16.7 µM]
> C[C@@H]1CCCCO[C@@H](CN(C)C(=O)Nc2ccc3c(c2)OCO3)[C@H](C)CN([C@@H](C)CO)C(=O)c2cc(N(C)C)ccc2O1
    . | 0.1 | -11 | . | -8[16.7 µM]
> COC(=O)COc1cc(Br)c(/C=C2/SC(=O)N(CC(=O)N3CCCC3)C2=O)cc1OC
    . | -0.5 | -1 | . | -3
> C[C@H](CO)N1C[C@H](C)[C@H](CN(C)S(=O)(=O)c2cccs2)Oc2c(NC(=O)Nc3ccccc3)cccc2C1=O
    . | ? | -12 | . | -1[16.7 µM]
> CCC(=O)Nc1ccc2c(c1)OC[C@H](C)N(C(=O)CC)C[C@H](C)[C@H](OC)CN(C)C2=O
    . | -0.2 | 0 | . | -26[16.7 µM]
> CO[C@@H]1CN(C)C(=O)c2cc(NC(=O)C3CCOCC3)ccc2OC[C@@H](C)N(C(=O)c2ccccc2)C[C@H]1C
    . | -0.2 | -24 | . | -11[16.7 µM]
> C[C@H](CO)N1C[C@H](C)[C@@H](CN(C)C)OCCCC[C@H](C)Oc2ccc(NC(=O)Nc3ccc(F)cc3)cc2C1=O
    . | 0.3 | 1 | . | -1[16.7 µM]
> COc1cccc(CNC(=O)C[C@@H]2CC[C@H]3[C@@H](COc4ccc(NS(=O)(=O)c5ccccc5F)cc4C(=O)N3C)O2)c1
    . | 0.3 | 4 | . | 5[16.7 µM]
> C[C@@H]1CN([C@@H](C)CO)S(=O)(=O)c2ccc(Br)cc2O[C@@H]1CN(C)C(=O)C1CCC1
    . | 0.4 | -7 | . | 16[16.7 µM]
> CO[C@H]1CN(C)C(=O)c2ccc(NC(=O)NC(C)C)cc2OC[C@H](C)N(Cc2cncnc2)C[C@@H]1C
    . | -0.1 | 4 | . | -15[16.7 µM]
